NCOA3 inh = inhibits human SRC3 coactivator | HEK293 GAL4-SRC3 luciferase reporter, luminescence | hit rate 0.17% among 360,000 | inhibition, % at 3.6 µM;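 active = inhibition above a per-campaign cutoff, the mean of all compounds plus 3 SD, cut at about 60% in these data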;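 also: 0% = DMSO-treated cells and 100% = gossypol-treated cells at 36 µM; higher means less SRC3-driven luciferase light from the GAL4 reporter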
TROY NFkB inh = inhibitors of TROY-dependent NF-kB signaling; Q293 LMP1-TROYcd NF-kB luciferase reporter, 4 h; inhibition, % at 10 µM; hit rate 0.98% among 360,000;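 active = compounds whose plate-normalised and pattern-corrected inhibition of the luciferase reporter signal at the single screening dose is 50% or more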
LRH-1 inv ag = inverse agonists of human LRH-1 (NR5A2); O00482; HEK293T StAR-luciferase reporter, LRH-1 transfected, 24 h; inhibition, % at 3.6 µM; hit rate 0.13% among 360,000;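 active = inhibition above the mean inhibition of all tested compounds plus 3 SD, cut at about 73% in these data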;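 also: 0% = DMSO wells and 100% = reporter-only cells lacking LRH-1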
Target sequence (O00482 whole entry, looked up): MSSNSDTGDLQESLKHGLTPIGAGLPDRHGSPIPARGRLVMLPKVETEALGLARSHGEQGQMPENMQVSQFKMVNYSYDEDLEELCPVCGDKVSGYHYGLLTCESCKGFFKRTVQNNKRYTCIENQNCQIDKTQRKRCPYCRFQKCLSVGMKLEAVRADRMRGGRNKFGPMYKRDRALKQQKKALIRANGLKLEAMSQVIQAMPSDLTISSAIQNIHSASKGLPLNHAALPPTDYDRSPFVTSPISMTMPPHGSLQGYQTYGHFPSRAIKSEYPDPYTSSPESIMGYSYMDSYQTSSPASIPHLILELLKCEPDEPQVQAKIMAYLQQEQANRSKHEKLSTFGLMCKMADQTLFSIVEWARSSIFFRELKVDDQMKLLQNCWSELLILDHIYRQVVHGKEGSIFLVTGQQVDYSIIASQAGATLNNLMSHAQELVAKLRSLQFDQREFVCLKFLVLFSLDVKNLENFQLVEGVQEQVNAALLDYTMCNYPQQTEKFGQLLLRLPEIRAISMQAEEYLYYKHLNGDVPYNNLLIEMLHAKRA
NR2F2 inh = blocks human COUP-TFII nuclear receptor; HEK293T NGFI-A luciferase reporter, luminescence; AID 686940; inhibition, % at 8.6 µM; hit rate 0.7% among 370,000; P24468;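 active = inhibition above a per-plate cutoff, mean inhibition of test wells between control levels plus 3 SD, cut at about 38% in these data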;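 also: cells cotransfected with COUP-TFII expression vector driving the NGFI-A reporter; 0% = median of COUP-TF2 test wells and 100% = reporter-only cells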
SRC1 inh = human NCOA1 inhibition. inhibition, % at 3.6 µM. AID 588354. Q15788. hit rate 0.12% among 360,000. HEK293 GAL4-SRC1 luciferase reporter, luminescence;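 active = inhibition above the campaign mean plus 3 SD, with each screening campaign given its own cutoff, cut at about 60% in these data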;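 also: 0% = DMSO treated cells and 100% = gossypol at 36 µM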
C8 TRAIL sens = caspase-8 TRAIL sensitization; NB7+C8 cells + TRAIL, ATPlite viability luminescence; AID 624354; inhibition (viability loss, TRAIL sensitization), % at 10 µM; hit rate 1% among 360,000;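 active = compounds causing at least 50% loss of cell viability in the single-dose screen, relative to plate controls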
TLR9-MyD88 inh = TLR9-MyD88 interaction inhibition | AID 504734 | hit rate 0.21% among 340,000 | inhibition, % at 4.98 µM | Q9NR96+Q99836 | CHO BLA complementation TLR9-MyD88, CCF4 FRET ratio;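 active = inhibition above the mean over all tested compounds plus 3 SD, cut at about 21% in these data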;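 also: 0% = DMSO only wells and 100% = clavulanate BLA inhibitor control wells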
NOD2 RIPK2 PPI = inhibitors of human NOD2-RIPK2 interaction. inhibition, % at 4.98 µM. hit rate 0.38% among 360,000. AID 624267. CHO BLA complementation NOD2-RIPK2, CCF4 ratio; in the data active = inhibition above about 21%;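 also: 0% = vehicle only and 100% = reference blocker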
EBV LMP1 NFkB = Epstein-Barr LMP1 NF-kappaB reporter inhibition; inhibition, % at 12.5 µM; AID 504558; LMP1-induced NF-kappaB luciferase reporter cells, luminescence; hit rate 0.69% among 350,000; in the data active = inhibition above about 41%;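 also: 0% = neutral control wells and 100% = reference inhibitor control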
SRC2 inh = inhibits human steroid receptor coactivator 2. AID 651957. inhibition, % at 9 µM. hit rate 0.17% among 370,000. HEK293 GAL4-SRC2 luciferase reporter, luminescence;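 active = inhibition above the mean inhibition of all tested compounds plus 3 SD, set per campaign, cut at about 52% in these data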;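 also: 0% = DMSO treated cells and 100% = cells given Gossypol at 36 µM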
TWEAK-Fn14 inh = inhibitors of TWEAK-Fn14 interaction signaling | TWEAK-stimulated Fn14 reporter cells, luciferase luminescence, 8 h | inhibition, % at 10 µM | hit rate 2% among 360,000; in the data active = inhibition above about 50%
Active calls of the source: *; . = no result given. Not all compounds are listed. The share of hits here may be higher or lower than overall.

molecule,NCOA3 inh,TROY NFkB inh,LRH-1 inv ag,NR2F2 inh,SRC1 inh,C8 TRAIL sens,TLR9-MyD88 inh,NOD2 RIPK2 PPI,EBV LMP1 NFkB,SRC2 inh,TWEAK-Fn14 inh
CC(N=Cc1c(O)c2ccccc2oc1=O)C(=O)O (centres undefined),-2,3,2,6,11,-1,-2,4,3,-3,8
CC(C)c1ccc(NCCC(=O)c2ccc(Br)cc2)cc1,10,-25,-10,-17,22,-6,2,12,2,-15,-9
O=c1c2c(nc3c(-c4cccc5ccccc45)c[nH]n13)CCC2,7,19,-14,9,-2,3,-3,-5,0,-12,-1
Cc1ccc(/C=C2\C(=O)NC(=O)N2C)o1,14,3,-9,-2,-30,9,-6,-12,2,-1,0
CCOC(=O)C1CC(=O)c2ccccc2C1c1ccccc1 (centres undefined),8,-2,6,21,2,-6,2,-7,-6,4,0
CN(C(=O)CSc1nc(N)c2c3c(sc2n1)CSC(C)(C)C3)c1ccccc1,3,9,20,5,-4,5,-2,-5,-5,-1,36
CC(=O)N1CCOc2cc(S(=O)(=O)NC(C)c3ccccc3)c(Cl)cc21 (centres undefined),1,-4,-2,4,12,1,9,8,0,-26,10
O=C(c1ccc(Cn2cnnn2)cc1)N1CCCC(Nc2ccc(F)c(F)c2)C1 (centres undefined),-17,-10,-16,2,-15,-8,3,-7,0,14,-16
O=C(Oc1ccc(Oc2ccccc2)cc1)N1CCC(O)CC1,-61,-37,-14,-33,-71,2,-5,-17,-8,-62,1
Cc1ccccc1/C=C/c1nc2ccccc2c(=O)n1CCc1ccccc1,4,-41,5,-9,-30,7,-17,-8,-9,-1,4
CCSC1=C(C#N)C2(CCCC2)C(C#N)=C(N)N1,6,2,-1,20,-6,-11,-3,-8,-1,-15,3
CCCc1c(O)c2ccccc2[nH]c1=O,0,.,-2,0,13,-5,9,-6,-4,-20,80*
Cc1ccc(NS(=O)(=O)c2ccc(C(=O)NCc3cccnc3)cc2)cc1,5,9,9,19,-4,-16,0,2,6,13,19
COC(=O)C1=CN(c2ccc(F)cc2)C(N)=C(C#N)C1c1ccccc1 (centres undefined),.,.,-6,-25,.,13,.,-1,.,-5,.
CCOc1ncc(S(=O)(=O)N2CCN(CC)CC2)cc1C(=O)O,-5,-9,3,-15,-26,-14,1,-11,20,-6,7
CN(Cc1ccc(Cl)cc1)C(=O)c1cc(S(=O)(=O)N2CCOCC2)ccc1N1CCCC1,-2,-2,-9,0,-7,-19,-4,-9,-2,-21,-5
O=C(N/N=C/c1ccccn1)C(O)c1ccccc1 (centres undefined),22,6,6,-15,-13,7,-15,-1,2,5,6
Cc1cccn2c(=O)c(C=C(C#N)C#N)c(N3CCN(c4cccc(Cl)c4)CC3)nc12,10,10,6,0,-12,0,-3,1,14,-20,-6
CC1CCCN(C(=O)COC(=O)C2CCN(S(=O)(=O)c3ccc(Cl)c(C(F)(F)F)c3)CC2)C1 (centres undefined),7,-12,0,-11,-2,17,4,-4,1,-37,-8
Cc1onc(-c2ccccc2Cl)c1C(=O)Nc1ccc(OCC(=O)N2CCOCC2)cc1,17,-6,16,9,-6,2,-1,-3,2,6,-6
CCOCCCNC(=O)c1c[nH]c2ccc(S(=O)(=O)Nc3cccc(OC)c3)cc2c1=O,9,4,-12,-16,-1,23,0,-11,6,-4,-7
OCCCc1nc2ccccc2n1CCCCOc1ccccc1,-4,-8,12,24,13,4,10,-9,0,-13,2
COCCNC(=O)C1(C)CCCN(C(=O)c2ccc(C)c(F)c2)C1 (centres undefined),-9,-2,0,-6,-6,-7,.,-1,.,-20,14
NC(=O)c1ccc(NC(=O)CCCN2C(=O)NC3(CCCC3)C2=O)cc1,-6,-13,0,-6,8,3,7,0,-18,-6,-3

Grouped by structure, those above containing a COOH group (two)
molecule,NCOA3 inh,TROY NFkB inh,LRH-1 inv ag,NR2F2 inh,SRC1 inh,C8 TRAIL sens,TLR9-MyD88 inh,NOD2 RIPK2 PPI,EBV LMP1 NFkB,SRC2 inh,TWEAK-Fn14 inh
CC(N=Cc1c(O)c2ccccc2oc1=O)C(=O)O (centres undefined),-2,3,2,6,11,-1,-2,4,3,-3,8
CCOc1ncc(S(=O)(=O)N2CCN(CC)CC2)cc1C(=O)O,-5,-9,3,-15,-26,-14,1,-11,20,-6,7

Structural class, those above with fluorine (4)
molecule,NCOA3 inh,TROY NFkB inh,LRH-1 inv ag,NR2F2 inh,SRC1 inh,C8 TRAIL sens,TLR9-MyD88 inh,NOD2 RIPK2 PPI,EBV LMP1 NFkB,SRC2 inh,TWEAK-Fn14 inh
O=C(c1ccc(Cn2cnnn2)cc1)N1CCCC(Nc2ccc(F)c(F)c2)C1 (centres undefined),-17,-10,-16,2,-15,-8,3,-7,0,14,-16
COC(=O)C1=CN(c2ccc(F)cc2)C(N)=C(C#N)C1c1ccccc1 (centres undefined),.,.,-6,-25,.,13,.,-1,.,-5,.
CC1CCCN(C(=O)COC(=O)C2CCN(S(=O)(=O)c3ccc(Cl)c(C(F)(F)F)c3)CC2)C1 (centres undefined),7,-12,0,-11,-2,17,4,-4,1,-37,-8
COCCNC(=O)C1(C)CCCN(C(=O)c2ccc(C)c(F)c2)C1 (centres undefined),-9,-2,0,-6,-6,-7,.,-1,.,-20,14

Entries from the list above that contain four or more nitrogen atoms (5):
molecule,NCOA3 inh,TROY NFkB inh,LRH-1 inv ag,NR2F2 inh,SRC1 inh,C8 TRAIL sens,TLR9-MyD88 inh,NOD2 RIPK2 PPI,EBV LMP1 NFkB,SRC2 inh,TWEAK-Fn14 inh
CN(C(=O)CSc1nc(N)c2c3c(sc2n1)CSC(C)(C)C3)c1ccccc1,3,9,20,5,-4,5,-2,-5,-5,-1,36
O=C(c1ccc(Cn2cnnn2)cc1)N1CCCC(Nc2ccc(F)c(F)c2)C1 (centres undefined),-17,-10,-16,2,-15,-8,3,-7,0,14,-16
CCSC1=C(C#N)C2(CCCC2)C(C#N)=C(N)N1,6,2,-1,20,-6,-11,-3,-8,-1,-15,3
Cc1cccn2c(=O)c(C=C(C#N)C#N)c(N3CCN(c4cccc(Cl)c4)CC3)nc12,10,10,6,0,-12,0,-3,1,14,-20,-6
NC(=O)c1ccc(NC(=O)CCCN2C(=O)NC3(CCCC3)C2=O)cc1,-6,-13,0,-6,8,3,7,0,-18,-6,-3
